Screening data deposited in PubChem BioAssay by several laboratories.
EphB4 ephrin blk = antagonists of human EphB4-ephrin-B2 interaction; P54760; inhibition, % at 7 µM; 0.15% of 97,000 active; AID 720; EphB4 LBD / TNYL-RAW-Alexa532 peptide, fluorescence polarization;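 active = inhibition above the screen-wide mean inhibition plus 3 SD, cut at about 15% in these data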;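 also: 0% = DMSO wells and 100% = excess unlabeled TNYL-RAW peptide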
PostGolgi yeast = growth inhibition of a yeast mutant, post-Golgi transport screen | post-Golgi transport phenotypic cell assay | 0.9% of 98,000 active | inhibition, % at 10 µM;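 also: yeast cells grown in 1536-well plates; yeast grown about 18 h at 30C before absorbance read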
PTPN22 inh 2 = inhibitors of human LYP (PTPN22) phosphatase; Q9Y2R2; 0.21% of 96,000 active; inhibition, % at 2 µM; recombinant LYP catalytic domain, DiFMUP fluorescence;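 active = inhibition at 2 µM at or above a set limit, the screen mean plus 3 SD, cut at about 24% in these data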;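 also: 0% = DMSO with enzyme and 100% = enzyme fully blocked by orthovanadate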
HIV Rev-RRE inh = HIV Rev-RRE protein-RNA interaction inhibition; P05866; AID 704; Rev peptide-RRE RNA binding, FRET; inhibition, % at 8 µM; 0.79% of 97,000 active;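 active = inhibition above the screen-wide mean plus 3 SD, cut at about 35% in these data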;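 also: 0% = median DMSO wells and 100% = median Neomycin B control wells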
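Test system – labelled RRE RNA duplex and labelled Rev peptide · Signal – fluorescein-to-Cy5 FRET, 480 nm excitation · Evaluation – % inhibition of FRET ratio versus controls · Benchmarks – DMSO low control, neomycin B high control · Incubation – 5 min RNA-compound premix plus 15 min binding step, 25 °C · Medium – HEPES pH 7.5 salt buffer with EDTA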
S1P2 agonist = agonists of human S1P2 receptor; O95136; S1P2-expressing cell line, agonist reporter read-out; activation, % at 4.5 µM; 0.46% of 97,000 active; AID 729; in the data active = activation above about 16%;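 also: 0% = vehicle low control and 100% = maximal reference agonist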
S1P2 blocker = antagonists of human S1P2 receptor | AID 736 | inhibition, % at 5 µM | 0.21% of 97,000 active | cell-based S1P2 antagonist assay, inhibition at 5 uM; in the data active = inhibition above about 45%;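 also: CRE beta-lactamase reporter cells expressing human S1P2 stimulated with S1P; 0% = agonist at EC80 alone and 100% = agonist plus reference antagonist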
PostGolgi ctrl = yeast control strain growth, post-Golgi counter-screen. 5% of 98,000 active. efflux-deficient yeast background strain, growth absorbance A615, 16 h. inhibition, % at 10 µM
FAK inh = FAK (human) kinase inhibition; biochemical FAK kinase activity assay; inhibition, %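 (tested at 7 µM)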; 0.84% of 97,000 active; AID 727; in the data active = inhibition above about 19%;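 also: 0% = DMSO and 100% = reference compound high control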
Target sequence (Q05397 whole entry, looked up): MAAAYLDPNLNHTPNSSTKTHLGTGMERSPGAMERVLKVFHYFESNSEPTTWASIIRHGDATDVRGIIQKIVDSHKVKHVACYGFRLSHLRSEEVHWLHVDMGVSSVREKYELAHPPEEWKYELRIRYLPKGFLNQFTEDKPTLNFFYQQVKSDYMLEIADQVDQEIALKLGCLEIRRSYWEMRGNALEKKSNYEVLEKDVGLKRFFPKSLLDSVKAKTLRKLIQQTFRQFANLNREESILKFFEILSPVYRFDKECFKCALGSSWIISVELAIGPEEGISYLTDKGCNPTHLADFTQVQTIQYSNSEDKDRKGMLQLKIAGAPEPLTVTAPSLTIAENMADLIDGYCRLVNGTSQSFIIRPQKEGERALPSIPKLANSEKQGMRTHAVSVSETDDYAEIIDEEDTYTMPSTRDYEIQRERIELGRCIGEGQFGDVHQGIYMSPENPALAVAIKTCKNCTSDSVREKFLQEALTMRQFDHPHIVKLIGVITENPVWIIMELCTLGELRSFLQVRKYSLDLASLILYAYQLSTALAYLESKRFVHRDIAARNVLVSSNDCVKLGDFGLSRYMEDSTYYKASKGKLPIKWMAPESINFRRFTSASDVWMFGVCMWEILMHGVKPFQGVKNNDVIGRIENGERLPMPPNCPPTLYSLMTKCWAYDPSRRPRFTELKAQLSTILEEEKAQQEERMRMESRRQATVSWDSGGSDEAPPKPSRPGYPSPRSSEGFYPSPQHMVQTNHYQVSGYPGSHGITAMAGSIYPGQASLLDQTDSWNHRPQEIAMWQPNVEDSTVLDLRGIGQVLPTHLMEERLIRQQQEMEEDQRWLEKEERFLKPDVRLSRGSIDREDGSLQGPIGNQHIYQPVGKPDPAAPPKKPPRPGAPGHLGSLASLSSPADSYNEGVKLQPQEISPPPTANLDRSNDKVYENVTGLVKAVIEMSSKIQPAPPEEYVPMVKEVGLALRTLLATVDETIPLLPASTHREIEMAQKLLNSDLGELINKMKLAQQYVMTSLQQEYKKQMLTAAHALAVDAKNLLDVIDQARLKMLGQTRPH
PTPN22 act = increases human PTPN22 phosphatase activity. Q9Y2R2. recombinant LYP, DiFMUP fluorescence; 0 = plate median, 100 = signal doubled. activation, % at 2 µM. 0.11% of 96,000 active;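 active = activation at 2 µM above a set limit, the mean plus 5 SD, cut at about 37% in these data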
* = called active by the depositor; · = not tested or not shown. Rule as the data show it, unless noted: active = inhibition above about 30%; inactive = the rest. Rows are unselected; any-hit rate near 7%.

SMILES	EphB4 ephrin blk	PostGolgi yeast	PTPN22 inh 2	HIV Rev-RRE inh	S1P2 agonist	S1P2 blocker	PostGolgi ctrl	FAK inh	PTPN22 act
Cc1c(C(=O)N2CCOCC2)oc2ccc(S(=O)(=O)N3CCCC3)cc12	-1.0	·	-2.7	1.9	-7.7	22.6	·	-1.4	5.7
COc1ccc(C(C(=O)NC2CCCC2)N(C(=O)c2snc(-c3ccc(F)cc3)c2N)c2cccc(F)c2)cc1 (stereo not drawn)	-3.4	-1.0	-1.4	13.1	-5.8	7.3	0.9	6.7	-0.7
COc1ccccc1NS(=O)(=O)c1ccc2c(c1)n(C)c(=O)n2C	0.3	2.0	-8.8	0.7	-8.3	13.5	-0.6	-0.7	6.1
Cc1cc(SCC(=O)Nc2c(C)n(C)n(-c3ccccc3)c2=O)n2c(nc3ccccc32)c1C#N	4.4	·	-3.2	19.4	-1.3	0.9	·	11.0	1.5
Cc1cccc(NC(=S)NN2CCN(C)CC2)c1	-10.1	0.3	-9.6	2.1	-4.0	-0.3	-0.9	-3.6	10.6
Cc1ccc(NC(=O)c2cc3nc(C)cc(C)n3n2)cc1	2.6	0.2	9.3	0.1	-5.4	4.3	6.0	0.8	-7.5
Cn1c(SCC(=O)N2CCOCC2)nnc1-c1cccc(NC(=O)c2ccccc2F)c1	2.9	13.4	-6.8	5.6	1.0	-10.9	-2.7	1.9	8.6
CCOc1ccc(Cc2nc(N)nc(N)n2)cc1	1.6	4.8	-0.2	7.3	-4.4	4.8	6.8	-2.6	-3.3
O=C(O)C1CC(=O)N(c2ccc(F)cc2)C1 (stereo not drawn)	-3.8	-11.9	-11.5	2.3	-1.1	-4.6	5.9	-1.8	9.6
CCOC(=O)C1CCN(c2c(N3CCCCCC3)c(=O)c2=O)CC1	-1.0	18.2	5.7	3.5	-4.2	4.8	0.4	-5.9	-7.9
Cc1ccc(NC(=O)C2CCCN(c3ncccn3)C2)cc1F (stereo not drawn)	0.0	-7.2	-2.2	8.8	-7.4	15.1	6.6	12.7	0.0
COc1cccc(-n2nnnc2SCC(=O)Nc2ccc3c(c2)OCCO3)c1	-0.1	39.0*	4.0	-1.0	-3.2	-9.5	31.4*	6.9	-3.3
C=C(C)Cn1c(SCC(=O)NCc2ccco2)nc2sc3c(c2c1=O)CCC3	-1.6	-1.9	1.5	4.5	1.5	-10.9	5.4	-1.3	-8.6
CCOC(=O)/C=C/S(=O)(=O)c1ccc(NC(C)=O)cc1	5.1	3.6	-3.0	7.0	-8.4	35.5	0.3	-0.1	1.5
O=C(CCN1C(=O)C2CC=C(Cl)CC2C1=O)NC1CCCCC1 (stereo not drawn)	-10.8	-5.2	4.8	8.3	-2.6	-17.6	0.2	-4.2	-6.8
CC(=O)Nc1nc(C)nc(-c2ccccc2)c1C(C)=O	-6.2	-1.0	-3.3	6.7	-1.2	-21.4	-1.8	-2.1	2.5
CCC(=O)Nc1nc(N)n(-c2ccccc2)n1	-2.7	0.7	2.3	4.5	-0.3	-13.7	-0.5	0.0	-4.8
O=C1C(=C(O)c2ccccc2)C(=O)c2ccccc21	-13.9	1.5	1.2	2.3	-4.8	-6.8	1.6	-3.6	-3.8
COc1cc(S(=O)(=O)NCc2ccc3c(c2)OCO3)ccc1Cl	2.1	0.6	-1.1	-2.4	-2.8	-0.5	16.5	-0.8	1.0
CC12CC3CC(C)(C1)CC(C(=O)NC(=S)N1CCOCC1)(C3)C2	-1.8	-0.5	8.1	-2.0	-3.8	-6.2	1.1	4.7	-3.5
CCNC(=O)NC(=O)CSc1nc2ccccc2n1CCOC	0.7	1.4	6.3	7.4	-6.5	7.2	13.9	5.0	-3.2
CCOC(=O)N1CCN(C(=O)c2oc3ccc(S(=O)(=O)N4CCCCCC4)cc3c2C)CC1	-2.5	-2.6	-14.0	0.9	-5.9	-7.7	11.6	-0.8	18.0
COc1ccc(S(=O)(=O)N2CCCC(C(=O)O)C2)cc1Cl (stereo not drawn)	3.7	15.3	-1.8	9.8	0.1	-9.8	-2.5	-0.2	1.1
Cc1cc(NC(=O)Nc2cccs2)no1	-5.8	-10.8	-2.5	0.9	-6.2	-11.0	-6.1	-0.9	7.1
CC(=O)CSc1nc2ccccc2s1	4.2	3.9	-4.4	1.0	-7.3	1.4	25.8	-6.6	7.1
CC(=O)Cc1nsc(NC(=O)C2Cc3ccccc3C(=O)O2)n1 (stereo not drawn)	-1.3	5.8	-3.4	3.3	-4.3	19.7	9.7	2.3	2.5
O=C(CSc1nnnn1C1CCCCC1)N1CCCC1	4.5	-0.5	5.3	6.2	-1.8	3.4	4.2	13.2	-6.0
COc1cc(CSc2ncn[nH]2)c(OC)cc1CSc1ncn[nH]1	0.1	2.5	3.6	2.4	-2.2	15.2	10.2	-3.5	-4.0
Cc1c(N/C=C/C(=O)c2ccc(Cl)cc2)c(=O)n(-c2ccccc2)n1C	0.7	-7.1	0.8	6.6	-0.7	1.6	-2.0	0.0	-0.8
CCn1nnc(NC(=O)COc2cc(C)ccc2C(C)C)n1	-1.0	-1.6	-2.5	5.8	-3.3	12.1	-5.7	-0.2	5.0
Cc1ccc2oc(=O)c3cnn(CC(=O)N(CCN(C)C)Cc4ccco4)c3c2c1	4.2	-10.6	-2.5	1.8	-4.3	10.0	7.2	-9.1	1.8
Clc1ccc(-c2ccc(/C=N/Nc3nncc(-c4ccccc4)n3)o2)cc1	-4.3	-7.0	8.9	4.4	-5.2	1.1	12.8	-1.6	-12.6
O=C(NCC1CCCO1)c1onc(CSc2ccc(F)cc2)c1C(=O)O (stereo not drawn)	2.6	-5.2	-2.2	4.5	-5.0	10.3	14.9	-0.5	5.5
COc1ccc(/C=C/C(=O)c2ccc(Cl)cc2)c(OC)c1	-4.2	-2.1	9.3	18.7	-4.0	19.9	16.4	2.1	-7.4
COc1ncnc2c1NC1=C(S2)C(=NCCC(=O)O)CC(C)(C)C1	-5.0	-0.6	3.1	28.5	-4.5	5.9	-4.2	-1.6	-1.3
Cc1ccccc1NCCNc1ccccc1C	0.0	-5.2	8.3	0.1	-0.8	-23.7	2.4	-2.5	-7.9
COc1ccccc1CNC(=O)CSCc1cnn(-c2ccccc2)c1-n1cccc1	1.1	23.7	9.2	4.2	-3.7	14.1	10.5	1.1	-7.7
N=c1oc2ccccc2cc1C(=O)N/N=C/c1ccccc1	1.7	18.5	-1.8	5.3	-8.1	10.7	-3.5	3.5	4.8
CCn1c(SCC(=O)Nc2ccc(C)cc2)nnc1-c1ccc(O)cc1	1.5	·	-2.5	2.6	1.8	-8.9	·	7.0	-0.4
Cc1cccc(OCCCC(=O)Nc2ccccc2C(F)(F)F)c1	0.7	-8.3	-5.7	5.6	-1.8	22.3	10.4	2.1	11.3
Cc1ccc(C(=O)N/C(=C\c2cccs2)C(=O)NCCCn2ccnc2)cc1C	1.7	-7.1	15.4	3.4	-8.0	17.7	1.8	1.7	-11.8
CC(C)(C)OC(=O)NCC12C=CC(O1)C1C(=O)N(Cc3ccccc3)C(=O)C12 (stereo not drawn)	4.2	·	-19.6	2.5	-4.4	23.2	·	-0.9	13.4
CCOC(=O)c1sc(Nc2ccccc2)nc1C	-8.3	5.0	-0.8	13.7	0.5	-18.9	10.9	11.8	2.9
O=S(=O)(c1ccc(F)cc1)N1CCn2c(nc3ccccc32)C1	-2.1	2.7	6.5	5.0	-1.1	-7.0	1.2	-2.9	-7.1
CCOc1ccc(OC(=O)c2cccnc2)cc1	5.8	5.5	-10.9	-3.3	-2.6	-6.5	2.8	-2.0	8.5
COc1ccc(N2C(=O)C(Cl)=C(N3CCCC3)C2=O)cc1	-9.7	-3.0	-2.5	2.2	-5.1	-18.0	2.2	7.2	1.5
Cc1noc(C)c1S(=O)(=O)N1CCC(C(=O)N2CCN(c3ccccc3Cl)CC2)CC1	2.8	-2.5	-4.2	11.5	-3.5	0.9	19.2	-4.2	0.7
CCOc1cc(C)nc(Oc2ccc(=O)[nH]n2)n1	3.3	-5.7	9.2	9.6	-1.6	4.4	1.4	-1.4	-9.8
CC(C)NC(=O)c1cc2ccccc2o1	3.3	·	3.5	5.8	-3.9	-2.9	·	-1.4	-7.0
O=c1c2ccccc2nc(SCc2nnc(-c3ccccc3Br)o2)n1Cc1ccco1	2.6	-4.9	5.5	10.9	-1.2	-5.3	19.0	-3.8	-2.3
O=C(NCCSCc1ccco1)c1ccc(CN2CCOCC2)cc1	-1.7	5.2	-0.9	-5.2	-2.8	-7.8	5.0	-2.2	3.1
O=C(COC(=O)[C@H](Cc1ccccc1)N1C(=O)c2ccccc2C1=O)Nc1ccc2c(c1)OCO2	-3.6	-5.2	-2.2	12.2	-1.8	-3.3	6.0	-0.8	1.7
CSc1nc(-c2ccccc2)nn1C(=O)c1ccco1	-2.9	·	0.5	-3.4	-5.3	9.8	·	3.1	5.8
COc1ccc(S(=O)(=O)N[C@@H](CC(C)C)C(=O)O)cc1	-1.4	4.8	3.0	4.5	-6.4	21.0	5.7	6.7	-4.6
CC(=O)Nc1cccc(-c2nc3ccccc3c(=O)o2)c1	-4.6	6.1	0.5	-4.6	-3.3	-2.2	-1.7	4.1	-3.6
Cc1nc2nc(SCC(=O)NCc3ccco3)nn2c(C)c1Cc1ccccc1	0.6	6.7	-5.1	2.8	-5.5	-16.2	10.3	-0.3	3.7
O=C(NCCCn1ccnc1)Nc1ccc(Cl)cc1Cl	-7.6	1.7	-3.5	1.1	-3.0	-5.1	0.6	1.0	0.8
Cc1cccc(C(=O)NCCc2csc(C)n2)c1	1.4	-0.6	8.9	-1.2	-2.6	10.5	1.4	-5.3	-9.5
COc1cc(SC)ccc1C(=O)Nc1ccccc1	1.2	6.9	0.2	9.8	-3.7	-9.3	16.0	4.3	0.1
Cc1cc(Nc2ccccc2)n(-c2ccc(Br)cc2)n1	-0.7	-1.0	-11.6	0.7	-1.6	-22.1	12.0	1.5	12.2
Next structures follow.
SMILES	EphB4 ephrin blk	PostGolgi yeast	PTPN22 inh 2	HIV Rev-RRE inh	S1P2 agonist	S1P2 blocker	PostGolgi ctrl	FAK inh	PTPN22 act
Cn1c(=O)c2c(nc(Oc3ccc(-c4ccccc4)cc3)n2C)n(C)c1=O	5.1	-5.4	-8.1	-1.0	-2.4	-11.0	20.4	0.2	2.7
COc1ccc(CNC(=O)C2CC(c3ccc(F)cc3)=NO2)cc1 (stereo not drawn)	4.8	-2.2	5.3	-0.9	0.5	7.8	15.7	-1.5	-6.3
CCN(CC)S(=O)(=O)c1ccc(N2CCCCC2)c(C(=O)Nc2ccccc2N2CCOCC2)c1	1.6	10.6	6.1	4.1	-3.6	-11.5	13.8	-1.7	-9.9
COC(CNC(=O)Cn1ncc2ccsc2c1=O)OC	1.7	-0.8	-9.9	5.5	-1.6	-7.5	10.2	-0.9	10.6
CCN(CC)S(=O)(=O)c1ccc(NC(=O)CC(NC(C)=O)c2ccccc2)cc1 (stereo not drawn)	-2.7	-6.6	3.7	-6.3	-2.1	-26.6	40.1*	-0.2	-2.1

Five entries from above, with values under each structure.
Each structure is followed by: EphB4 ephrin blk	PostGolgi yeast	PTPN22 inh 2	HIV Rev-RRE inh	S1P2 agonist	S1P2 blocker	PostGolgi ctrl	FAK inh	PTPN22 act
CCN(CC)S(=O)(=O)c1ccc(NC(=O)CC(NC(C)=O)c2ccccc2)cc1 (stereo not drawn)
 : -2.7	-6.6	3.7	-6.3	-2.1	-26.6	40.1*	-0.2	-2.1
CCn1c(SCC(=O)Nc2ccc(C)cc2)nnc1-c1ccc(O)cc1
 : 1.5	·	-2.5	2.6	1.8	-8.9	·	7.0	-0.4
CSc1nc(-c2ccccc2)nn1C(=O)c1ccco1
 : -2.9	·	0.5	-3.4	-5.3	9.8	·	3.1	5.8
Cc1cccc(NC(=S)NN2CCN(C)CC2)c1
 : -10.1	0.3	-9.6	2.1	-4.0	-0.3	-0.9	-3.6	10.6
Cc1c(N/C=C/C(=O)c2ccc(Cl)cc2)c(=O)n(-c2ccccc2)n1C
 : 0.7	-7.1	0.8	6.6	-0.7	1.6	-2.0	0.0	-0.8
